# Rpn11 inh = blocks the human proteasome subunit Rpn11; O00487; human 26S proteasome, Ub4-pepOG fluorescence polarization; 20S core pre-blocked with epoxomicin; calls only at 20 µM; 360,000 compounds, 0.59% hits; AID 588493;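 active = inhibition at 20 µM, scaled to each plate's controls, above about 33%, limit read from the data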
# Target sequence (O00487 whole entry, looked up): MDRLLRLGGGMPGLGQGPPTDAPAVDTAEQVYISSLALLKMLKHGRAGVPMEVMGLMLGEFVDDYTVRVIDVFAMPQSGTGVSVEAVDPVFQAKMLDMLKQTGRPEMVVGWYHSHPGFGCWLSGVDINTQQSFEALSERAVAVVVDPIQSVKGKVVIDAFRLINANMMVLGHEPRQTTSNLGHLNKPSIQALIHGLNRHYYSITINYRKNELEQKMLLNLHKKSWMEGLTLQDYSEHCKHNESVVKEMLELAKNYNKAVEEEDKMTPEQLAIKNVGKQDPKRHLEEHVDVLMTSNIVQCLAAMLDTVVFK
# Rin1 Abl inh = human Rin1-Abl interaction inhibition; P00519+Q13671; AID 588664; inhibition, % at 7.35 µM; 360,000 compounds, 0.4% hits; TR-FRET Rin1/Abl binding, biochemical; in the data active = inhibition above about 5%, passing the limit was not always enough
# SKN-1 inh = C. elegans SKN-1 inhibition; C. elegans VP596 Pgst-4::GFP/RFP ratio, acrylamide-induced, 24 h; inhibition, % at 21.8 µM; 360,000 compounds, 0.49% hits; AID 624304;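 active = interference check ratio from 0.5 to 1.5 plus GFP to RFP signal ratio inhibition reaching or exceeding a fixed threshold, cut at about 30% in these data, passing the limit was not always enough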; also: some compounds called inactive have numbers as strong as hits
# NadD inh = NadD (S. aureus) enzyme inhibition; purified NadD enzyme, colorimetric absorbance read-out; inhibition, % at 20 µM; 360,000 compounds, 0.78% hits; AID 602399; in the data active = inhibition above about 26%; also: some compounds past the cut are filed as inactive
# Neddylation inh = cullin neddylation inhibition; 360,000 compounds, 0.58% hits; TR-FRET cullin neddylation, biochemical; P61081+Q13564; calls only at 25 µM; in the data active = inhibition above about 36%
# CSN deneddyl inh = inhibitors of human CSN-mediated cullin deneddylation; Purified CSN, SCF-Nedd8-OG deneddylation, fluorescence polarization; AID 651999; Q92905; 360,000 compounds, 0.38% hits; inhibition, % at 12.5 µM;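 active = pattern-corrected inhibition above about 35%, with an unprinted fluorescence ratio check between 0.5 and 1.5, limit read from the data, passing the limit was not always enough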;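 also: 0% = enzyme with substrate and 100% = substrate without enzyme; some results filed as inactive read as strong as hits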
# Target sequence (Q92905 whole entry, looked up, one chain of several): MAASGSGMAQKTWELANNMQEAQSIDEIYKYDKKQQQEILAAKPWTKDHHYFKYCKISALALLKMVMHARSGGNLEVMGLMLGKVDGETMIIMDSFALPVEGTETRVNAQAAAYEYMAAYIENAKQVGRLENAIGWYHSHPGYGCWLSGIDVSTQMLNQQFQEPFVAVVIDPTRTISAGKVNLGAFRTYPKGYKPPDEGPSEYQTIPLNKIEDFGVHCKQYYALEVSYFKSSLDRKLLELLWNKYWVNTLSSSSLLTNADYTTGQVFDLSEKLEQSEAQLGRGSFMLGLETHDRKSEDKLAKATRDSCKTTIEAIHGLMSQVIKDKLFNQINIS
#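 Test system: purified human Csn5 enzyme expressed in HEK293T cells. Amount: 0.24 nM enzyme. Reagent: SCFSkp2-Nedd8OG substrate at 10 nM final. Schedule: 90 min incubation of compound, enzyme and substrate at room temperature. Detection: fluorescence polarization. Read-out: % inhibition of substrate cleavage by Csn5.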
# MT1-MMP act inh = MT1-MMP (human) activation inhibition; HT1080 RFP-PRO-GFP cells, GFP/RFP ratio fluorescence, overnight; percent of plate control window, DMSO zero; GFP/RFP ratio change, % at 20 µM; 360,000 compounds, 0.061% hits;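 active = GFP/RFP ratio change of at least 30% with cell ATP level not reduced by more than half and red fluorescence within 50% of control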; also: strong numbers were not always called active
#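 Assay system – RFP-PRO-GFP reporter HT1080 cells · Compound dosing – single dose of 20 µM compound, 1% DMSO final · Incubation – overnight compound exposure at 37 °C · Measure – GFP/RFP fluorescence ratio · Benchmarks – DMSO wells and RFP-L50D-GFP cells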
# FAS TE block = blocks the thioesterase domain of human fatty acid synthase; P49327; recombinant FAS-TE, OMFH fluorogenic substrate, fluorescence endpoint; inhibition, % at 15 µM; 360,000 compounds, 0.67% hits; AID 602261;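 active = compounds whose normalised, plate-corrected inhibition of enzyme fluorescence in the single-dose primary screen is 50% or more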;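 also: 0% = DMSO with enzyme and 100% = substrate without enzyme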
# MLLE-PAM2 inh = inhibitors of microRNA-mediated deadenylation, human PABP1 MLLE binding. P11940. GST-MLLE / FITC-PAM2 fluorescence polarization. inhibition, % at 20 µM. 360,000 compounds, 0.36% hits; in the data active = inhibition above about 35%, passing the limit was not always enough;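 also: plate controls were DMSO wells with GST-MLLE for no effect and wells lacking GST-MLLE protein for full effect; some results filed as inactive read as strong as hits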
# Starred values were filed as active, the others as inactive; i = inactive; nt = not tested or not shown; + = active, no number.
1: CC1(C)CC(=O)C2=C(C1)OC1=C(C(=O)CC(C)(C)C1)C2c1cc([N+](=O)[O-])cc([N+](=O)[O-])c1O
2: COc1ccccc1CNC(=O)c1ccc(S(=O)(=O)N(C)C)cc1
3: O=C(Nc1cccc(NC(=O)c2ccco2)n1)c1ccco1
4: CN1CCN(CC/C=C2/c3ccccc3Sc3ccc(S(=O)(=O)N(C)C)cc32)CC1
5: Cn1c(NCc2ccc3occc3c2)nc2cc(-c3ccc(F)cc3)sc2c1=O
6: COc1cc(C(=O)Nc2ccccc2-c2nnn(CC(N)=O)n2)cc(OC)c1OC
7: COc1ccc(C(=O)CSc2ccc(-c3ccc(C)cc3)nn2)cc1
8: CCCc1nnc(NC(=O)c2cc3ccccc3o2)s1
Assay by compound,1,2,3,4,5,6,7,8
Rpn11 inh,i,i,i,i,i,i,i,i
Rin1 Abl inh,3.0,5.1,0.5,3.2,-1.1,-3.6,-2.6,0.7
SKN-1 inh,2.9,9.3,-8.4,1.0,2.5,9.4,8.1,-7.6
NadD inh,0.6,-0.8,-5.5,-3.9,3.7,-2.5,-0.5,3.8
Neddylation inh,i,i,i,i,i,i,i,i
CSN deneddyl inh,-4.1,0.1,0.8,-4.9,0.3,4.6,-0.1,-0.3
MT1-MMP act inh,-0.7,4.3,-1.4,-0.8,-0.5,-0.6,3.3,2.2
FAS TE block,1.4,-8.9,-5.4,9.0,1.2,-2.4,27.2,-6.5
MLLE-PAM2 inh,11.0,1.0,-8.5,-0.4,2.0,-4.3,18.3,3.3

# From no. 1 to 2, as listed above:
1: CC1(C)CC(=O)C2=C(C1)OC1=C(C(=O)CC(C)(C)C1)C2c1cc([N+](=O)[O-])cc([N+](=O)[O-])c1O
2: COc1ccccc1CNC(=O)c1ccc(S(=O)(=O)N(C)C)cc1
Assay by compound,1,2
Rpn11 inh,i,i
Rin1 Abl inh,3.0,5.1
SKN-1 inh,2.9,9.3
NadD inh,0.6,-0.8
Neddylation inh,i,i
CSN deneddyl inh,-4.1,0.1
MT1-MMP act inh,-0.7,4.3
FAS TE block,1.4,-8.9
MLLE-PAM2 inh,11.0,1.0

# Additional records follow:
9: O=C(NC1CCCCC1)C(c1ccncc1)n1c(=O)c(-c2ccccc2)nc2ccccc21 (configuration not stated)
10: C=CCNC(=O)C1CC(=O)N(c2ccc(OCC(=O)Nc3ccc(Cl)c(C(F)(F)F)c3)cc2)C1 (configuration not stated)
11: O=C(C1CC=CCC1)N1CCC(CO)(Cc2ccc(Cl)cc2)CC1 (configuration not stated)
12: CCCn1c(SCC(=O)NCCc2ccccc2)nnc1-c1ccccn1
13: COc1ccc(CNc2nc(NCc3ccc(OC)cc3)n(C(=O)c3ccccc3[N+](=O)[O-])n2)cc1
14: N#CC1=C(N)Oc2n[nH]c(-c3ccccc3)c2C1c1ccsc1 (configuration not stated)
15: CCN(CC(=O)NCc1ccc(F)cc1)C(=O)c1oc2ccccc2c1C
16: O=C(NC(=S)Nc1ccccc1OC(F)F)c1ccc2c(c1)OCO2
Assay by compound,9,10,11,12,13,14,15,16
Rpn11 inh,nt,i,i,i,i,i,i,i
Rin1 Abl inh,nt,3.5,-2.5,2.0,3.9,-2.5,-1.1,0.8
SKN-1 inh,-6.4,12.4,-1.8,4.0,15.1,-13.2,-1.4,-5.5
NadD inh,nt,1.2,-8.3,-4.2,-4.8,2.3,3.9,-2.7
Neddylation inh,+,i,i,i,i,i,i,i
CSN deneddyl inh,2.4,-2.9,4.9,1.1,3.9,10.7,-0.9,1.0
MT1-MMP act inh,-5.5,-6.0,3.4,-7.6,-4.0,-1.5,-2.5,3.7
FAS TE block,nt,-7.1,3.6,-6.5,31.3,8.5,-1.7,0.4
MLLE-PAM2 inh,nt,3.4,-3.8,10.8,24.0,-3.1,-11.5,35.0

17: CCOC(=O)N1CCN(C(=O)c2ccc3c(=O)n(-c4ccc(OC)cc4OC)c(=S)[nH]c3c2)CC1
18: Cc1ccc(OCC(=O)Nc2cccc(-c3nnc(-c4ccccc4)o3)c2)c(C)c1
19: CCOC(=O)c1c(NC(=O)CSc2nnc(-c3cccnc3)o2)sc(C(C)=O)c1C
20: Cc1nc(NC(=O)COC(=O)CCc2ccccc2)c(Cl)cc1Cl
21: C[C@H](NC(=O)c1nc[nH]c1C(=O)N1CCc2ccccc2C1)c1ccccc1
22: COc1ccccc1-c1cc2nc(C)c(CCC(=O)NCc3ccc(F)cc3)c(C)n2n1
23: CC(NC(=O)CSc1nc(=O)cc(N)n1-c1ccccc1)c1ccccc1 (configuration not stated)
24: COc1ccc(CCN2C(=O)CSC2c2cccc([N+](=O)[O-])c2)cc1OC (configuration not stated)
Assay by compound,17,18,19,20,21,22,23,24
Rpn11 inh,i,i,i,i,i,i,i,i
Rin1 Abl inh,-2.7,-4.0,0.1,3.9,-0.4,-1.0,-1.6,1.7
SKN-1 inh,16.2,-8.8,0.3,-4.8,9.5,1.7,-0.5,25.4
NadD inh,-0.5,2.0,-0.5,-5.3,3.6,2.3,0.2,2.3
Neddylation inh,i,i,i,i,i,nt,i,i
CSN deneddyl inh,2.0,5.7,7.5,1.8,-2.4,-4.8,-10.8,1.6
MT1-MMP act inh,-5.4,-0.8,-8.2,0.8,4.5,-0.3,-2.7,1.4
FAS TE block,-6.9,1.1,22.5,9.3,-6.6,0.7,-10.5,-2.4
MLLE-PAM2 inh,12.7,-5.4,-28.1,4.2,-12.7,3.5,-9.2,-3.2

# Neddylation inh, what is marked active above
no. | Molecule | Rpn11 inh | Rin1 Abl inh | SKN-1 inh | NadD inh | Neddylation inh | CSN deneddyl inh | MT1-MMP act inh | MLLE-PAM2 inh
9 | O=C(NC1CCCCC1)C(c1ccncc1)n1c(=O)c(-c2ccccc2)nc2ccccc21 (configuration not stated) | nt | nt | -6.4 | nt | + | 2.4 | -5.5 | nt

# (cont.)
25: c1ccc(CNc2ccccn2)cc1
26: CS(=O)(=O)Nc1ccc2c(c1)C(=O)OC2
27: CCN=C1NN=C(c2c[nH]c3ccccc23)CS1
28: CC1(C)CC(=O)C(c2c[nH]c3ccccc23)C(=O)C1
Assay by compound,25,26,27,28
Rpn11 inh,i,i,i,i
Rin1 Abl inh,-2.1,-1.6,3.3,-0.4
SKN-1 inh,16.3,19.2,-11.2,0.1
NadD inh,0.2,10.3,-2.3,-0.9
Neddylation inh,i,i,i,i
CSN deneddyl inh,-0.8,1.7,-11.8,4.8
MT1-MMP act inh,-2.5,-1.4,0.2,-5.2
FAS TE block,-5.7,-6.4,-16.8,-5.3
MLLE-PAM2 inh,1.9,0.8,-75.0,1.0

# 4 compounds picked at random from those above:
1: CC1(C)CC(=O)C2=C(C1)OC1=C(C(=O)CC(C)(C)C1)C2c1cc([N+](=O)[O-])cc([N+](=O)[O-])c1O
13: COc1ccc(CNc2nc(NCc3ccc(OC)cc3)n(C(=O)c3ccccc3[N+](=O)[O-])n2)cc1
12: CCCn1c(SCC(=O)NCCc2ccccc2)nnc1-c1ccccn1
9: O=C(NC1CCCCC1)C(c1ccncc1)n1c(=O)c(-c2ccccc2)nc2ccccc21 (configuration not stated)
Assay by compound,1,13,12,9
Rpn11 inh,i,i,i,nt
Rin1 Abl inh,3.0,3.9,2.0,nt
SKN-1 inh,2.9,15.1,4.0,-6.4
NadD inh,0.6,-4.8,-4.2,nt
Neddylation inh,i,i,i,+
CSN deneddyl inh,-4.1,3.9,1.1,2.4
MT1-MMP act inh,-0.7,-4.0,-7.6,-5.5
FAS TE block,1.4,31.3,-6.5,nt
MLLE-PAM2 inh,11.0,24.0,10.8,nt

# Source: PubChem BioAssay
